Screening data: PubChem BioAssay, Sanford-Burnham Center for Chemical Genomics
SENP6 inh: blocks the human protease SENP6 | Recombinant SENP6 catalytic domain, aminoluciferin luminescence | 330,000 compounds, 1.8% hits | inhibition, % at 10 µM | Q9GZR1;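 active means inhibition above about 50% at the single tested dose, limit read from the data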;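 further: plate controls were DMSO wells with enzyme for no effect and DMSO wells lacking enzyme for full effect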
Target sequence (Q9GZR1 628-1112 limits assumed): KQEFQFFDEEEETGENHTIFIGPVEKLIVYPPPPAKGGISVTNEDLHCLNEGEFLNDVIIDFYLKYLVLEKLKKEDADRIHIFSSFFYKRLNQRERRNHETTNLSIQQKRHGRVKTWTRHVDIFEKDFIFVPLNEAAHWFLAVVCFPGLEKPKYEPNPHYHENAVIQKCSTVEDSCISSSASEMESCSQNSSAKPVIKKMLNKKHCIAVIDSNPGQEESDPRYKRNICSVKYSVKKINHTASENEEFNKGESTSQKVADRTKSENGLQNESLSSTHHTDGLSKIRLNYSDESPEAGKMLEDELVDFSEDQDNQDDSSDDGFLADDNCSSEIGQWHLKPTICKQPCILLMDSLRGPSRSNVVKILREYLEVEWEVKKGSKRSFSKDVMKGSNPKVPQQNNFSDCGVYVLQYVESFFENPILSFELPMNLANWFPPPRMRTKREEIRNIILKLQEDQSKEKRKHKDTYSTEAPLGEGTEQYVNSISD
SENP1 inh: blocks the human SENP1 SUMO protease catalytic domain | Q9P0U3 | recombinant SENP1 catalytic domain, CyPet-SUMO1-YPet FRET cleavage | inhibition, % at 10 µM | 360,000 compounds, 0.21% hits;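 active means inhibition at least 30% at 10 µM, raw YFP signal under a set limit, fluorescence ratio 0.5 to 1.5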;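 further: 0% = enzyme with DMSO and 100% = no enzyme wells; some results filed as inactive read as strong as hits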
Target sequence (Q9P0U3 419-644 limits assumed): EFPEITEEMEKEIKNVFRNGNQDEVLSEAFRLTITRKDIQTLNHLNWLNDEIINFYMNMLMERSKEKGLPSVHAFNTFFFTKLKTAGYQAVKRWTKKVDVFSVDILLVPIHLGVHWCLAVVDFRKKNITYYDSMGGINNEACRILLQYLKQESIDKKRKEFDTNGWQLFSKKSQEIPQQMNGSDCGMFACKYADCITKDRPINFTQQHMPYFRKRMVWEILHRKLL
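Controls: no-enzyme wells low, DMSO-plus-enzyme wells high control. Test system: human recombinant His6-tagged SENP1 catalytic domain enzyme. Reagent: SFCypet-SUMO1-SFYpet FRET protein substrate, 25 nM final. Doses: one dose per compound, 10 µM, 0.5% DMSO. Detection: FRET, CFP and YFP emission. Timing: 50 min reaction at room temperature.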
PfGluPho inh: PfG6PD (Plasmodium falciparum) enzyme inhibition | PfGluPho enzyme, NADPH resazurin-diaphorase fluorescence | inhibition, % at 20 µM | 350,000 compounds, 0.78% hits | AID 504690;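 active means inhibition reaching at least a set limit at 20 µM in the primary screen, cut at about 59% in these data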;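 further: 0% = DMSO wells with substrate and 100% = DMSO wells lacking glucose-6-phosphate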
MPTP block: permeability transition pore inhibition; isolated mouse mitochondria, Ca2+ swelling absorbance, 30 min; 360,000 compounds, 1.4% hits; inhibition, % at 10 µM;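 active means inhibition of 50% or more, scaled per plate between neutral and stimulator controls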;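 further: 0% = DMSO wells given calcium and 100% = 1 mM EGTA wells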
hIAP activ: human IAP activation | P09923 | purified human IAP, CDP-Star luminescence, 30 min; hits give high values; 1 = vehicle-only enzyme, 0 = enzyme-free background | activation factor at 10 µM | 330,000 compounds, 0.16% hits | AID 2524;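 active means activation factor of the enzyme at least 2-fold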; further: the source names both 10 and 20 µM as test concentration; values of inactives mirror those of a sister screen read the other way
GRIN3A LBD mod: NR3A (human) ligand-binding domain modulation; NR3A LBD differential scanning fluorimetry, Tm shift; 0% = protein alone, 100% = glycine-bound protein; 340,000 compounds, 2.5% hits; Tm shift relative to glycine control, % at 25 µM;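 active means melting temperature shift of at least 10% of the positive control shift, at one fixed dose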
ATG4B inh: ATG4B (human) cysteine protease inhibition; Q9Y4P1; AID 504462; ATG4B cleavage of LC3-PLA2, NBD-HPC fluorescence, 1 h; inhibition, % at 8.33 µM; 340,000 compounds, 0.51% hits; in the data active means inhibition above about 40%
SENP8 inh: inhibitors of human SENP8 protease. 360,000 compounds, 0.64% hits. recombinant SENP8, Nedd8 substrate fluorescence. inhibition, % at 20 µM; in the data active means inhibition mostly above about 40%, no sharp cut-off; inactive means mostly below about 27%
Target sequence (Q96LD8 whole entry, looked up): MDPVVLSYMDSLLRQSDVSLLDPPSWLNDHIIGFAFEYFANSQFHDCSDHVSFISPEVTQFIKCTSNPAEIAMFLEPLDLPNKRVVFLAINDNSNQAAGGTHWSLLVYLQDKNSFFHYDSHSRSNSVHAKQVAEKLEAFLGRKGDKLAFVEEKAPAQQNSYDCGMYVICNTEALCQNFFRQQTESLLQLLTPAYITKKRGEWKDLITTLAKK
Starred values were filed as active, the others as inactive; · = not tested or not shown.

[1] CC(=O)c1ccc(N2CCN(C(=O)c3ccc(NC4=NC5CS(=O)(=O)CC5S4)cc3)CC2)cc1 (configuration not stated)
[2] C=CCNc1nc(C(=O)OCC(=O)NCc2cccc(Cl)c2)cs1
[3] CC1(C)CC2CC(C)(CN2S(=O)(=O)c2ccc(F)cc2F)C1 (configuration not stated)
[4] CC1C(=O)N2CCCc3cc(NC(=O)c4ccccc4Br)cc1c32 (configuration not stated)
[5] COc1ccc(Nc2nnc(SCC(=O)NC3CC3)s2)cc1
[6] COCCCNC(=S)N(CCCO)Cc1cc2cc3c(cc2[nH]c1=O)OCCO3
[7] COc1cc(C)c(NC(=O)c2cccc(S(=O)(=O)N3CCCC3)c2)cc1OC
[8] O=C(NCCc1csc(-c2cccnc2)n1)c1ccc(Br)o1
[9] CCOC(=O)N1CCN(S(=O)(=O)c2ccc(C(=O)Nc3nc4c(s3)CC(C)CC4)cc2)CC1 (configuration not stated)
[10] CC(C)CN1C(=O)CC(Sc2ccccc2C(=O)O)C1=O (configuration not stated)

assay / compound,1,2,3,4,5,6,7,8,9,10
SENP6 inh,-2,0,3,-2,-21,-10,7,-6,-5,8
SENP1 inh,3,2,3,0,0,-1,-1,-16,1,1
PfGluPho inh,11,16,12,-4,8,7,-12,6,-13,-10
MPTP block,-1.9,0.0,-0.4,-2.5,-1.6,-0.5,-1.8,0.1,0.8,-2.2
hIAP activ,0.82,0.95,0.92,1,0.86,1,1.1,1,1.1,0.88
GRIN3A LBD mod,0,3,1,0,1,0,-1,4,2,-3
ATG4B inh,-22,0,-42,-4,-2,-1,-2,-8,0,-1
SENP8 inh,-98,0,12,6,15,-454,11,-24,-256,5

[11] NC(=O)c1cc2cc(Cc3ccccc3Cl)ccc2oc1=O
[12] COc1ccc(CNC(=O)CN2C(=O)NC3(CCCCCC3)C2=O)cc1OC
[13] COc1ccc(N2CCN(C(=O)Cc3coc4cc(C)ccc34)CC2)cc1
[14] CCc1ccc(NC(=O)N[C@H](C(=O)O)C(C)CC)cc1 (some centres not stated)
[15] CCN(CC(=O)Nc1c(F)cccc1F)C(=O)CNC(=O)c1sc2ccccc2c1Cl
[16] FC(F)Sc1ccc(-n2c(-c3ccc(Cl)cc3)c[n+]3c2CCC3)cc1
[17] Cc1[nH]c2ccccc2c1C(=O)COC(=O)C1CC(=O)N(Cc2ccco2)C1 (configuration not stated)
[18] O=c1c2ccccc2nc(/C=C/c2ccc3c(c2)OCO3)n1CCCO
[19] CC(C)CNC(CC(=O)O)c1ccccc1 (configuration not stated)
[20] Cc1oc2ccc(OCC(N)=O)cc2c1C(=O)OC(C)C

assay / compound,11,12,13,14,15,16,17,18,19,20
SENP6 inh,-18,-10,-13,-6,11,12,-22,·,-19,10
SENP1 inh,-10,0,2,3,0,2,0,-11,1,-4
PfGluPho inh,-3,-60,0,-12,0,13,2,19,6,-11
MPTP block,0.4,0.3,-1.7,-1.3,-1.8,0.5,0.4,0.1,-0.3,0.0
hIAP activ,1.1,1.1,1.1,1.1,0.91,0.96,0.95,·,0.99,1
GRIN3A LBD mod,-1,-1,-1,-2,2,-1,0,1,0,-2
ATG4B inh,2,-9,-12,-4,-14,-6,-8,-13,3,6
SENP8 inh,-377,2,-1,4,13,18,19,-84,8,5

Whole records as entered above.
O=C(NCCc1csc(-c2cccnc2)n1)c1ccc(Br)o1 reads SENP6 inh = -6; SENP1 inh = -16; PfGluPho inh = 6; MPTP block = 0.1; hIAP activ = 1; GRIN3A LBD mod = 4; ATG4B inh = -8; SENP8 inh = -24
CC1(C)CC2CC(C)(CN2S(=O)(=O)c2ccc(F)cc2F)C1 (configuration not stated) reads SENP6 inh = 3; SENP1 inh = 3; PfGluPho inh = 12; MPTP block = -0.4; hIAP activ = 0.92; GRIN3A LBD mod = 1; ATG4B inh = -42; SENP8 inh = 12

Other results follow:
[21] CCCC(=O)O[C@@H]1C[C@@H](C)N(C(=O)c2ccccc2)c2ccc(C)cc21
[22] CCN(C(=O)c1ccccc1F)c1nc(-c2ccc(OC)cc2)cs1
[23] CC1CCN(CCCCOc2ccc([N+](=O)[O-])cc2)CC1
[24] NC(=O)Cc1ccc(C(=O)c2ccc(F)cc2)s1
[25] Cn1nnc2cc(NC(=O)Nc3cccc(Cl)c3)ccc21
[26] O=C(NCC1CCCO1)c1ccccc1-c1nc(-c2ccccc2Cl)no1 (configuration not stated)
[27] CCOC(=O)c1cc(C)sc1NC(=O)c1ccc(Cl)s1
[28] Cc1cnc(NC(=O)c2ccc(-c3ccc([N+](=O)[O-])cc3)o2)s1
[29] CSc1sc(C(=O)NNC(C)=O)c2c1C1(CCC2)SCCS1
[30] CCOC(=O)CP(=O)(c1ccccc1)c1ccccc1

assay / compound,21,22,23,24,25,26,27,28,29,30
SENP6 inh,2,-5,4,-7,2,11,-10,3,-1,-11
SENP1 inh,-1,0,0,3,-68,3,-4,5,-1,1
PfGluPho inh,6,34,9,-6,-17,14,3,-6,11,-17
MPTP block,0.5,0.1,11,0.0,2.8,2.5,5.2,-1.5,-0.4,0.8
hIAP activ,0.97,1.1,0.73,1,1.1,1,0.87,0.99,0.85,0.91
GRIN3A LBD mod,-3,-1,-1,0,27*,1,3,2,-3,1
ATG4B inh,4,1,-4,25,-3,-7,-3,6,3,3
SENP8 inh,12,2,9,23,-14,2,-422,3,6,26

[31] CC(=O)NC(Cc1ccc(C)cc1)C(=O)NC1CCN(S(=O)(=O)c2ccccc2)CC1 (configuration not stated)
[32] CC12CCC(C(N)C1=O)C2(C)C (configuration not stated)
[33] CCOc1ccc(Br)cc1-c1noc(-c2cccs2)n1
[34] COCCCNC(=O)CC(NCCCOC)C(=O)O (configuration not stated)
[35] N/C(Cc1ccc([N+](=O)[O-])cc1)=N\OC(=O)COc1ccc2ccccc2c1
[36] COc1ccc(C(=O)NCC(=O)Nc2ccc(F)cc2)cc1OC
[37] Cc1cc(S(=O)(=O)NC2CCCC2)ccc1F
[38] CC1CN(C2=N/C(=C/c3ccc4c(c3)OCO4)C(=O)N2)CC(C)O1 (configuration not stated)
[39] O=C(NCc1ccco1)c1c(F)c(F)c(F)c(C(=O)NCc2ccco2)c1F
[40] O=C(Nc1ccccc1Cl)c1cccs1

assay / compound,31,32,33,34,35,36,37,38,39,40
SENP6 inh,-13,·,-15,-1,-12,-6,-20,-19,-6,0
SENP1 inh,-1,4,3,4,1,3,3,-124,-2,2
PfGluPho inh,-6,14,-20,-3,4,-25,4,6,-3,12
MPTP block,-0.7,-0.3,3.4,-4.6,1.2,-2.7,0.8,-4.3,-0.3,-2.6
hIAP activ,0.84,·,0.93,0.91,1.1,1.1,1.1,0.97,0.98,1.5
GRIN3A LBD mod,-2,2,-11,0,-7,0,-2,0,-1,1
ATG4B inh,11,-2,1,-2,-9,-5,4,-3,-3,-7
SENP8 inh,-1,-3,15,20,11,17,11,-403,10,20

In a second layout: results already given.
The line under a structure holds: SENP6 inh | SENP1 inh | PfGluPho inh | MPTP block | hIAP activ | GRIN3A LBD mod | ATG4B inh | SENP8 inh
(35) N/C(Cc1ccc([N+](=O)[O-])cc1)=N\OC(=O)COc1ccc2ccccc2c1
    -12 | 1 | 4 | 1.2 | 1.1 | -7 | -9 | 11
(36) COc1ccc(C(=O)NCC(=O)Nc2ccc(F)cc2)cc1OC
    -6 | 3 | -25 | -2.7 | 1.1 | 0 | -5 | 17
(37) Cc1cc(S(=O)(=O)NC2CCCC2)ccc1F
    -20 | 3 | 4 | 0.8 | 1.1 | -2 | 4 | 11
(38) CC1CN(C2=N/C(=C/c3ccc4c(c3)OCO4)C(=O)N2)CC(C)O1 (configuration not stated)
    -19 | -124 | 6 | -4.3 | 0.97 | 0 | -3 | -403

Later entries.
[41] C=CCNC(=S)NNC(=O)COc1ccc(Cl)cc1Cl
[42] O=C(COC(=O)COc1cccc2ccccc12)NCC(F)(F)F
[43] O=C(O)/C=C/C(=O)Nc1ccc(SC(F)(F)C(F)(F)C(F)(F)F)cc1
[44] Oc1[nH]c2ccc(Br)cc2c1N=Nc1nn[nH]n1
[45] COc1cccc(NC(=O)CN(C)C(=O)c2ccc(OCc3ccccc3)c(OC)c2)c1
[46] CC(=O)Cc1cc2cc([N+](=O)[O-])ccc2oc1=O
[47] O=C(O)c1cc(N=Nc2c(O)ccc3ccccc23)cc(C(=O)O)c1
[48] O=C(CSc1nnc2ccc(-c3ccc(F)cc3)nn12)NCC1CCCO1 (configuration not stated)
[49] COc1ccccc1NC(=O)CN1CCN(CC(=O)Nc2ccccc2Cl)CC1
[50] CC(=O)c1cccc(OCC(O)CNCC2COc3ccccc3O2)c1 (configuration not stated)

assay / compound,41,42,43,44,45,46,47,48,49,50
SENP6 inh,-18,-3,3,4,-5,-10,·,-10,6,-3
SENP1 inh,-2,-1,3,2,1,4,13,0,2,1
PfGluPho inh,-15,10,-32,-6,8,-7,18,-1,-7,-4
MPTP block,2.2,-1.0,1.3,0.3,-0.5,0.9,4.2,-0.2,0.9,0.3
hIAP activ,2,0.95,0.92,1.4,0.84,0.94,·,0.96,0.98,1.2
GRIN3A LBD mod,-1,-2,-2,4,1,-1,1,-1,1,0
ATG4B inh,-15,-2,-3,9,0,-5,2,-8,-1,-8
SENP8 inh,6,3,15,26,12,11,31,-389,27,6

[51] COc1ccc(CNC(C)(C)C)cc1Cl
[52] CC1(C)Cc2c(cnn2-c2cccc(F)c2)C(NC(=O)c2csnn2)C1 (configuration not stated)
[53] Fc1ccc(CSc2ncnc3sc4c(c23)CCCC4)cc1
[54] COc1ccccc1CNC(=O)C1CCCN(S(=O)(=O)c2ccc3c(c2)C(C)(C)C(=O)N3C)C1 (configuration not stated)
[55] CN(C)c1ccc(Sc2nnc(NC(=O)Nc3ccc(Cl)cc3Cl)s2)cc1
[56] COc1ccc(-n2c(N)c(C(=O)NCc3ccco3)c3nc4ccccc4nc32)cc1OC
[57] CN(CCC#N)S(=O)(=O)c1cc2c3c(c1)CCN3C(=O)CC2
[58] CC1CCN(C(C(=O)Nc2ccc3c(c2)OCO3)c2ccccc2)CC1 (configuration not stated)
[59] COc1cc(/C=N/NC(=O)c2ccncc2)ccc1OC(C)=O
[60] COCCCN1CN=C(Nc2nc3ccccc3o2)NC1

assay / compound,51,52,53,54,55,56,57,58,59,60
SENP6 inh,16,4,-6,2,-14,26,13,-19,8,15
SENP1 inh,1,0,-1,1,0,-70,0,0,2,-1
PfGluPho inh,-13,-1,3,3,11,15,22,-7,-16,-5
MPTP block,-2.2,1.6,12,2.1,21,0.3,-3.0,-1.6,1.4,-0.5
hIAP activ,0.86,0.98,1,1.1,1,0.96,0.87,0.83,1,1
GRIN3A LBD mod,2,-3,0,-1,-3,1,1,-2,-1,1
ATG4B inh,0,14,5,-4,7,-15,-6,9,2,-1
SENP8 inh,7,15,12,14,15,-404,12,12,6,3

[61] CCCNC(=O)CSc1ccc(S(=O)(=O)N(C)C2CCCCC2)cn1
[62] Cc1csc2cc(-c3cccc([N+](=O)[O-])c3)c(-c3cccc([N+](=O)[O-])c3)c[n+]12
[63] CCOc1ccc(OCCC(=O)OCC(=O)NC2CC2)cc1
[64] COc1ccc(CC(=O)Oc2ccccc2[N+](=O)[O-])cc1
[65] Cc1ccc(CN2CCCN(Cc3cc(C)ccc3C)S2(=O)=O)cc1
[66] CC(C)Cn1c(SCC(=O)NC2CC2)nc2ccc(Cl)cc2c1=O
[67] COc1ccccc1C(=O)NCC(=O)NC1CCCc2ccccc21 (configuration not stated)

assay / compound,61,62,63,64,65,66,67
SENP6 inh,·,-23,1,2,-1,·,-5
SENP1 inh,1,1,0,1,0,3,0
PfGluPho inh,3,-2,6,-3,11,-11,-7
MPTP block,0.7,-2.6,-1.0,-2.9,-1.9,0.0,-0.1
hIAP activ,·,1.2,1.1,0.91,1,·,1
GRIN3A LBD mod,·,-6,0,2,1,·,-2
ATG4B inh,·,-2,-9,-4,1,·,5
SENP8 inh,11,25,25,-3,14,1,8
